D2 antag: antagonists of human D2 dopamine receptor; 340,000 tested, 2% active; HEK293 TREx D2 cells, calcium flux, dopamine EC80; inhibition, % at 10 µM; P14416; in the data active = inhibition above about 30%; note: 0% is about no effect
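Cells plated overnight at 30 C with tetracycline; no-wash calcium dye, 30–90 min RT; 10 s baseline; compound pinned; 180 s read; EC80 dopamine added; another 180 s read.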
LDHA inh: LDHA (human) enzyme inhibition. P00338. purified LDHA, NADH/diaphorase-resazurin fluorescence; active compounds read low. activity change, % (values are at about 110 or 230 µM). 480,000 tested, 0.15% active. AID 1347041; in the data active = activity change below about -30%; inconclusive = mostly about -25% to -30%;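 note: plate controls were DMSO wells for no effect and wells without enzyme for full effect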
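LDH5 2 nM; NADH 0.06 mM, pyruvate 0.2 mM; 200 mM Tris pH 7.4, EDTA, Tween-20; 5 min RT. Detection: diaphorase 0.133 mg/mL + resazurin 37 µM, fluorescence ex540/em590 at 0 and 20 min; normalized to enzyme-free and DMSO wells.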
Glioma ERSR ind: ER stress response induction in glioma; U87-MG GRP78 promoter luciferase reporter, 16 h; Potency, µM, for the others: at the top dose activation, usual class: activators; 420,000 tested, 0.02% active; AID 602332; note: potency is the fitted concentration of half-maximal effect; series mostly up to about 76 µM; % of control where 0% means no effect; nearly all actives have a fitted effect of over 35% in size
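Stably transfected U87-MG human glioma cells carrying a GRP78-based luminescent sensor were seeded at 1000 cells/well, pin-dosed with compounds and incubated 16 h. Luciferase reagent was then added, and end-point luminescence was read after 10 min at room temperature.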
Vif-A3F inh: inhibitors of Vif-A3F interaction; HeLa A3F-eYFP + Vif (tagged APOBEC3F with the HIV-1 protein that degrades it), YFP fluorescence increase; Potency, µM (series often up to 46.1 µM), inactives show at the top dose activity, negative = active; 390,000 tested, 0.2% active; AID 602313; note: potency is the fitted concentration of half-maximal effect; % of control where 0% means no effect; nearly all actives have a fitted effect of over 65% in size
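Fluorescence increase (Ex 488/Em 500-530) after overnight compound treatment at 37 deg C flags inhibition of Vif-driven A3F-eYFP loss in stable HeLa A3F-eYFP/Vif cells seeded overnight beforehand.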
D2 agonist: agonists of human D2 dopamine receptor; HEK293 T-REx D2 cells, calcium flux agonist mode; AID 485358; activation, % at 2 µM; P14416; 340,000 tested, 0.53% active;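 active = activation over 3 SD above normal in the single-dose calcium agonist read, cut at about 30% in these data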; note: 0% is about no effect
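Agonism is scored from calcium flux in a force-coupled, inducible HEK293 cell line expressing D2, read kinetically for 180 s after compound addition against dopamine controls.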
RGS4 inh: human RGS4 inhibition | Transcreener GDP fluorescence polarization, RGS4-accelerated GTP hydrolysis | Potency, µM (top dose mostly 114 µM), without a hit: at the top dose activity change, negative = inhibition, usual class: inhibitors | 390,000 tested, 0.039% active | AID 504845; note: potency is the fitted concentration of half-maximal effect; % is set by controls: 0 for no effect and ±100 for the full control effect; nearly all actives have a fitted effect of over 75% in size; some results filed as inactive show a strong effect at the top dose
Target sequence (P49798 whole entry, looked up): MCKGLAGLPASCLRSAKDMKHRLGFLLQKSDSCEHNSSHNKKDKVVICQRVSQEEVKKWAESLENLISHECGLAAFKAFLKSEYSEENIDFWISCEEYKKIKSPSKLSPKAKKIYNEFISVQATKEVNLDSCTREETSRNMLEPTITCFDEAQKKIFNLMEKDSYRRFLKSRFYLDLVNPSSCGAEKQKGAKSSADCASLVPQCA
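MLSMR compounds (23 nl, pin-transferred) preincubated 10 min at room temperature with a 500nM (2x) first reagent, then RGS4 at 900nM (2x) plus Transcreener GDP mix added; fluorescence polarization (620/688 nm) read before and after 90 min at 30 °C.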
ERG-DNA inh: ERG Ets/DNA interaction inhibition; P11308; fluorescence polarization, His-ERG Ets domain / labelled DNA; Potency, µM (series often up to 76.9 µM), without a hit: at the top dose FP activity, negative = inhibition, hits mostly inhibitors; 370,000 tested, 0.028% active; active = well fitted inhibition curve with a large enough effect in the polarisation, with a control signal flat; inconclusive = small, poorly fitted or top-dose-only effect, or effect the other way, or a change in a side signal; inactive = no such curve, though single readings can be large or run the other way; the % refers to the polarisation;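 note: polarization taken with two DNA probes labelled with fluorescein and Texas red; potency is the fitted concentration of half-maximal effect; % of control where 0% means no effect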
Target sequence (P11308 whole entry, looked up, the tested form may be a part): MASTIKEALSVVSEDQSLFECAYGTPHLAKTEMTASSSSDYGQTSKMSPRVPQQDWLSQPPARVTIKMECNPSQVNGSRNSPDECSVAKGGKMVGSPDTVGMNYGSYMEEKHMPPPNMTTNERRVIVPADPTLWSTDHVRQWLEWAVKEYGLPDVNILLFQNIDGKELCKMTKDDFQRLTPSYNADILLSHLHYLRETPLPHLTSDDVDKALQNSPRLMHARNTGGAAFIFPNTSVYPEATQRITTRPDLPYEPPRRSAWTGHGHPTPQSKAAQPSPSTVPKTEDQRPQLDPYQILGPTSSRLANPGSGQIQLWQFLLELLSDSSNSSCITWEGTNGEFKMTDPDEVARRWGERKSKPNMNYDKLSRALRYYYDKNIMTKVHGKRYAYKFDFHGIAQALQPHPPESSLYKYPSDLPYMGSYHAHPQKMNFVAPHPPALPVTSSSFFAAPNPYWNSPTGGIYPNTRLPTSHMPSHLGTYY
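His-tagged ERG Ets domain (1 uM in the protein solution; 300mM KCl, 50mM Tris-HCl, 1mM EDTA, 1mM DTT, pH 7.5) received compound, then a probe mix of 5 nM fluorescein-DNA and 100nM Texas-615-DNA. Fluorescence polarization was read for both dyes.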
12-LOX inh: blocks human arachidonate 12S-lipoxygenase; purified 12hLO, xylenol orange hydroperoxide absorbance; 580,000 tested, 1.1% active; AID 1671190; Potency, µM (highest dose often 108 µM), inactives show at the highest dose activity change, negative = inhibition, usual class: inhibitors; note: potency is the fitted concentration of half-maximal effect; % is set by controls: 0 for no effect and ±100 for the full control effect
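Hydroperoxide product was detected by ferrous iron/xylenol orange as the 573 to 405 nm absorbance ratio. Arachidonic acid at 40 uM (final) was turned over for 30 min at room temperature by 150 nM human 12hLO, pH 7.0 Hepes buffer, after 15 min compound preincubation.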
Vif-APOBEC3G blk: blocks the Vif interaction with human APOBEC3G | Q9HC16 | HeLa A3G-eYFP + Vif (tagged APOBEC3G with the HIV-1 protein that degrades it), YFP fluorescence, overnight | Potency, µM (doses to about 46.1 µM), inactives show top-dose activity, negative = active, actives largely listed as inhibitors | 410,000 tested, 0.076% active;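 note: potency is the fitted concentration of half-maximal effect; % is set by controls: 0 for no effect and ±100 for the full control effect; nearly all actives have a fitted effect of over 60% in size; hits raise eYFP signal because A3G escapes Vif-driven loss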
Target sequence (Q9HC16 whole entry, looked up): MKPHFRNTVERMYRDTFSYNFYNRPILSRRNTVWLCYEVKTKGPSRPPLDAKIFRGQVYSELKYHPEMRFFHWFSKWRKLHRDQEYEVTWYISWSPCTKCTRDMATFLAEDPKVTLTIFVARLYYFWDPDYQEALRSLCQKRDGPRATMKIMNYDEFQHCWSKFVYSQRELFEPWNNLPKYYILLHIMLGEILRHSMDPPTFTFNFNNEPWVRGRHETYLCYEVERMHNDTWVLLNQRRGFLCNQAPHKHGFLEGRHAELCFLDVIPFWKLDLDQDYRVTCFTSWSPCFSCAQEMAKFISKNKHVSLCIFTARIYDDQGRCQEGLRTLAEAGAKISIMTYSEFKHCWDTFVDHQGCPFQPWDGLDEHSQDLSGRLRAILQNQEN
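HeLa cells stably expressing Vif and C-terminally eYFP-tagged A3G, seeded overnight at 37 deg C, then exposed to compound by pintool overnight at 37 deg C. Rise in yellow fluorescence (Ex 488/Em 500-530, Acumen) marks blocked Vif-driven A3G degradation.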
Numbers without * were called inactive; u = inconclusive; x = no result given; & = joins results of further samples; [ ] = dose if it differs, or a comment. Unless noted, calls come from the whole dose curve; as a rule, active = well fitted curve in the direction sought with a large enough effect; inconclusive = small, poorly fitted or top-dose-only effect, or another doubt; inactive = no such curve, though single readings can be large; an effect the other way counts as inactive or inconclusive. An excerpt. The share of hits here may be higher or lower than overall.

SMILES	D2 antag	LDHA inh	Glioma ERSR ind	Vif-A3F inh	D2 agonist	RGS4 inh	ERG-DNA inh	12-LOX inh	Vif-APOBEC3G blk
O=C(C1=C[C@H](c2coc3ccccc3c2=O)C[C@H](OCc2ccc(CO)cc2)O1)N1CCN(Cc2ccccc2)CC1	-10	-7	1%	5%	0.3	-4%	-8%	x	-2%
COc1cc(/C=C(\C#N)c2ccccn2)ccc1OCc1ccccc1Cl	13	1	-1%	4%	1.3	-32%	6%	-21%	-1%
N=C1SCC(=O)N1c1ccccc1Cl	-2	-10	-2%	-4%	-2.2	12%[56.9 µM]	u	3%	1%
Cc1c(Cl)cccc1-n1c(-c2cccnc2)n[nH]c1=S	12	-2	-7%	-8%	1.1	4%	-5%	u	3%
COC(=O)c1ccc(NC(=O)CCc2c(C)nn(-c3ccc(N4CCCCC4)nn3)c2C)cc1	x	0	1%	0%	x	-18%	-7%	-4%	-2%
O=C(O)C12CC3CC(C1)CC(n1ncc(NCc4ccco4)c(Cl)c1=O)(C3)C2	16	-7	-2%	-18%	-0.7	13%	0%	-3%	-1%
Cc1oc(-c2cccc(Cl)c2)nc1CN1CCC(C(=O)NCCCN2CCN(c3cccc(Cl)c3)CC2)CC1	x	-3	0%	-4%	x	2%	4%	u	4%
Cc1ccsc1CNC12CC3CC(CC(C3)C1)C2	-4	-10	-6%	-13%	0.2	-3%	11%	13%	1%
O=C1[C@H]2[C@@H](c3ccc(Cl)cc3)N3C(=O)N(c4cccc(Br)c4)C(=O)[C@@]3(Cc3ccc(Cl)cc3)[C@H]2C(=O)N1C1CCCCC1	0	-3	-2%	3%	0.4	-18%	4%	-9%	-1%
Cc1ccccc1OCC(O)CN1CCN(CCN2C(=O)c3cccc4cccc(c34)C2=O)CC1 (stereo not drawn)	19	-4	-4%	3%	-1.1	-37%	-7%	-20%	2%
Cc1cc(C(=O)N/N=C/c2ccc([N+](=O)[O-])cc2)c2ccccc2n1	-12	-3	2%	0%	-0.8	13%	9%	0%	u
N/C(=N\OC(=O)Cc1ccc([N+](=O)[O-])cc1)c1cccc(Br)c1	x	-4	-2%	u	x	4%	-8%	-14%	-4%
COc1ccccc1NC(=O)CN1CCN(c2ccccc2OC)CC1	-1	3	-2%	-3%	0.2	-4%	-3%	0%	-1%
COc1cccc(CNC(=O)c2ccc3c(c2)N(Cc2ccc(F)cc2Cl)C(=O)c2ccccc2S3)c1	x	2	0%	-2%	0.3	14%	0%	-12%	7%
CC1(C)Cc2ccccc2-c2nnc(-c3ccc(O)cc3)n21	0	-1	-3%	-10%	0.2	u	2%	-20%	2%
COc1cc(C)c(NC(=O)C(=S)NCc2ccccc2)cc1C	2	-7	-5%	-17%	-0.1	-13%	4%	-4%	-1%
O=C(NCc1ccccn1)c1ccc(N2CCCC2=O)cc1	-17	-3	9%	3%	0.7	27%	6%	-5%	4%
COc1ccc(OCC(=O)N2CCC(Cc3ccccc3)CC2)cc1	9	-2	-1%	-3%	-2.1	-20%	13%	-11%	2%
O=C(CSCc1ccc(Cl)c(Cl)c1)Nc1c[nH]c(=O)[nH]c1=O	x	-2	-4%	-4%	x	-2%	-4%	1%	1%
CCc1ccc(NC(=O)Cn2ccn(-c3ccc(C)c(C)c3)c(=O)c2=O)cc1	x	3	0%	-1%	0.4	-19%	-2%	-3%	0%

Exported bar-delimited: entries from further up.
smiles | D2 antag | LDHA inh | Glioma ERSR ind | Vif-A3F inh | D2 agonist | RGS4 inh | ERG-DNA inh | 12-LOX inh | Vif-APOBEC3G blk
COc1ccccc1NC(=O)CN1CCN(c2ccccc2OC)CC1 | -1 | 3 | -2% | -3% | 0.2 | -4% | -3% | 0% | -1%
COc1cccc(CNC(=O)c2ccc3c(c2)N(Cc2ccc(F)cc2Cl)C(=O)c2ccccc2S3)c1 | x | 2 | 0% | -2% | 0.3 | 14% | 0% | -12% | 7%
CC1(C)Cc2ccccc2-c2nnc(-c3ccc(O)cc3)n21 | 0 | -1 | -3% | -10% | 0.2 | u | 2% | -20% | 2%
COc1cc(C)c(NC(=O)C(=S)NCc2ccccc2)cc1C | 2 | -7 | -5% | -17% | -0.1 | -13% | 4% | -4% | -1%
O=C(NCc1ccccn1)c1ccc(N2CCCC2=O)cc1 | -17 | -3 | 9% | 3% | 0.7 | 27% | 6% | -5% | 4%
COc1ccc(OCC(=O)N2CCC(Cc3ccccc3)CC2)cc1 | 9 | -2 | -1% | -3% | -2.1 | -20% | 13% | -11% | 2%
O=C(CSCc1ccc(Cl)c(Cl)c1)Nc1c[nH]c(=O)[nH]c1=O | x | -2 | -4% | -4% | x | -2% | -4% | 1% | 1%

The list continues.
SMILES	D2 antag	LDHA inh	Glioma ERSR ind	Vif-A3F inh	D2 agonist	RGS4 inh	ERG-DNA inh	12-LOX inh	Vif-APOBEC3G blk
COc1ccc(-n2c(-c3ccccc3F)nc3c(cnn3-c3ccc(C)cc3)c2=O)cc1	x	-2	-3%	2%	0.3	3%	-3%	-19%	9%
COc1ccc(NC(=O)C2CCCN(c3c4c(nc5ncnn35)CCC4)C2)cc1OC (stereo not drawn)	1	1	-4%	-8%	-0.9	-25%	-6%	12%	1%
N=c1sccn1CC(=O)NC(c1ccccc1)c1ccccc1	x	-4	4%	-5%	x	-1%	-21%	-10%	1%
CC(C(=O)NCc1ccc2c(c1)OCO2)N1c2cccc3cccc(c23)S1(=O)=O (stereo not drawn)	2	2	-3%	0%	-2.6	38%	2%	2%	-1%
CS(=O)(=O)N(CC(=O)Nc1cccc([N+](=O)[O-])c1)c1ccccc1	-25	-5	1%	-8%	-1.1	8%	2%	-1%	-1%
COc1ccc(C(=O)NC2CCCN(Cc3ccc(Cl)cc3)C2)c(OC)c1 (stereo not drawn)	x	-1	-4%	5%	x	1%	-20%	0%	2%
Cc1cccc(C(=O)NCC(=O)OCC(=O)c2ccc(Br)s2)c1	x	-5	-1%	3%	x	-47%	15%[15.4 µM]	u	-1%
Cc1ccc(O)c(NC(=O)c2cc3nc4c(c(C(F)(F)F)n3n2)CCc2ccccc2-4)c1	0	-1	-1%	0%	0.0	-16%	-14%	0%	-16%
O=C(O)Cn1c(-c2ccccn2)nc2ccccc21	5	0	3%	u	-4.3	-5%	-4%	u	1%
CCOCCCNC(=O)C(c1ccc(C)cc1)N(Cc1cccs1)C(=O)c1ccccn1 (stereo not drawn)	0	-9	-5%	8%	0.6	0%	-1%	0%	2%
Cc1ccc(C(=O)Nc2ccc(CC(=O)O)cc2)o1	25	-3	-10%	5%	-0.3	-5%	-7%	13%	-1%
CCOC(=O)c1cnc(SCC(=O)OCC(=O)N(CC)C2CCS(=O)(=O)C2)nc1N (stereo not drawn)	-4	-1	-3%	-22%	0.9	-17%	4%	-21%	-1%
O=C(Nc1c(F)cc(F)cc1Br)c1cc2nc(C(F)F)cc(C(F)F)n2n1	11	4	-4%	-1%	-0.1	-12%	2%	0%	-1%
COc1cc(OC)cc(C(=O)Nc2cccc(NC(=O)c3cccs3)c2)c1	x	2	-4%	1%	x	x	x	-5%	-4%
O=C(COc1ccc(S(=O)(=O)N2CCOCC2)cc1)NCCCn1ccnc1	6	-13	3%	6%	2.8	18%	1%	-5%	3%
CC(C)Oc1ccc(-c2cc(C(=O)NCCN3CCOCC3)c3ccccc3n2)cc1	-11	-2	7%	1%	-2.6	-31%	-6%	0%	-2%
COc1ccc(NC(=O)c2cccc(S(=O)(=O)N3CCN(C)CC3)c2)c(OC)c1	-5	1	5%	3%	-3.1	-7%	-6%	2%	-2%
O=C(Nc1cccc2ncccc12)c1cc(Br)ccc1Cl	10	-13	-2%	-3%	-0.2	2%	4%	0%	0%
O=C(O)c1ccc(N/N=C/c2cccc(C(F)(F)F)c2)cc1	19	-17	0%	-5%	0.2	5%	5%	-4%	-10%
COc1ccc(C)cc1NC(=O)C(Sc1nnc(-c2cccs2)o1)c1ccccc1 (stereo not drawn)	13	-2	3%	6%	-0.8	-32%	-2%	8%	-6%
O=C1C=CC(n2cc(F)c(=O)[nH]c2=O)O1 (stereo not drawn)	x	-17	-12%	u	x	x	x	-6%	u
COc1cc(Cl)c(S(=O)(=O)NCCc2c(C)[nH]c3c(C)cccc23)cc1Cl	x	1	-5%	-12%	x	4%	-4%	u	-6%
COc1ccc(C(C)=O)cc1CN(c1ccccc1OC)S(=O)(=O)c1cccs1	-2	-4	-5%	-3%	-1.7	4%	4%	1%	0%
CC(C)n1cc(CN2CCC(C(=O)Nc3cccc(-c4cccc(Cl)c4)c3)CC2)cn1	-19	-2	-7%	12%	0.8	24%	-9%	u	1%
CCOc1ccc(-n2cc(-c3ccccc3)c3c(=S)nc[nH]c32)cc1	4	-2	-2%	-13%	-0.1	-14%	-3%	u	0%
CCOC(=O)Cc1csc(SCC(=O)NC2CCCC2)n1	-6	1&7	-6%	2%	-0.1	-2%	11%	-1%&1%	0%
S=C1NC[C@H](CC2CCCCC2)N1CC1CCCCC1	-6	-3	2%	u	-0.2	-16%	3%	u	-25%

Source: PubChem BioAssay
